Bioassay records as filed in PubChem BioAssay.
PP1 counter = blocks human PP1-alpha phosphatase, a PP5 counter-screen. purified PP1alpha, OMFP fluorescence. inhibition, % at 6.7 µM. 320,000 tested, 0.9% active;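 active means inhibition above the mean inhibition of all tested compounds plus 3 SD, computed separately for each screening campaign, cut at about 15% in these data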
Target sequence (P62136 whole entry, looked up): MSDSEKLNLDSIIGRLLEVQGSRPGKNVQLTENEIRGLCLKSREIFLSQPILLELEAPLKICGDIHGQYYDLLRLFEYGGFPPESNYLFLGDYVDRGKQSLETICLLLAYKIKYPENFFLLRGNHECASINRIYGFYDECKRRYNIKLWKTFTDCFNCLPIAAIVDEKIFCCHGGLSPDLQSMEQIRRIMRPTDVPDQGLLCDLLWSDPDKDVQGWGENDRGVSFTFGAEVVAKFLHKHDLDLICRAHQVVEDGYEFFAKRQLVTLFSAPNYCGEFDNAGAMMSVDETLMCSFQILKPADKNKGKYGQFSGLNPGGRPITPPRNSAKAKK
TPT1 inh = blocks Candida albicans tRNA 2'-phosphotransferase | AID 1962 | recombinant caTPT1, FP RNA substrate dephosphorylation | 300,000 tested, 0.81% active | inhibition, % at 5 µM;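 active means inhibition above the mean of all tested compounds plus 3 SD, set per screening campaign, cut at about 24% in these data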;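 further: plate controls were DMSO alone for no effect and ferristatin control at 100 nM for full effect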
Fh CTSL1 inh = counter-screen for PFM18AAP inhibitors: inhibitors of F. hepatica cathepsin L1; recombinant F. hepatica cathepsin L1, Z-Leu-Arg-MCA fluorescence; inhibition, % at 5.96 µM; 300,000 tested, 0.49% active; AID 1906;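 active means inhibition above the mean of all tested compounds plus 3 SD, set per screening campaign, cut at about 17% in these data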;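 further: 0% = plate median of test compound wells and 100% = 1 µM Z-Phe-Ala-diazomethylketone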
PAFAH2 FP inh = inhibitors of human PAFAH2. Q99487. recombinant PAFAH2, FP-rhodamine activity probe, fluorescence polarization. inhibition, % at 3.39 µM. 340,000 tested, 0.99% active;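 active means inhibition above the mean over all tested compounds plus 3 SD, cut at about 30% in these data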;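 further: inhibitors block probe labeling of enzyme so polarization drops; 0% = enzyme with DMSO and 100% = wells lacking PAFAH2 protein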
core dimer inh = HCV core protein dimerization inhibition. inhibition, % at 5 µM. 300,000 tested, 0.33% active. TR-FRET GST/Flag-core106 dimerization, 1536-well;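 active means inhibition above the mean of all tested compounds plus 3 SD, set per screening campaign, cut at about 45% in these data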
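System: GST-tagged and Flag-tagged HCV core protein residues 1-106 / Input: core106 proteins, GST 13.5 nM and Flag 17 nM / Buffer or medium: KF-containing HEPES buffer, pH 7.45, DTT, CHAPS, BSA / Probe or stimulus: Eu-anti-GST and XL665-anti-Flag labelled anti-tag antibodies / Schedule: 4 h, 22.5 °C incubation / Technique: TR-FRET 671 and 617 nm emission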
AHR act = human AHR activation; AHR-responsive luciferase reporter cells, luminescence; activation, % at 5 µM; 320,000 tested, 2.5% active; AID 2796; in the data active means activation above about 47%;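 further: 0% = vehicle wells and 100% = reference agonist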
procasp7 counter = activates human procaspase-7, counter-screen for procaspase-3 activators. 330,000 tested, 0.093% active. recombinant procaspase-7, Ac-DEVD-pNA absorbance 405 nm; D23A/D198A/D206A triple mutant, cannot self-cleave; scale: DMSO 0, 5 µM enzyme 100. P55210. activation, % at 8.5 µM. AID 463210;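 active means percent activation above the screen-wide mean plus 3 SD, cut at about 25% in these data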
Target sequence (P55210 whole entry D23A/D198A/D206A): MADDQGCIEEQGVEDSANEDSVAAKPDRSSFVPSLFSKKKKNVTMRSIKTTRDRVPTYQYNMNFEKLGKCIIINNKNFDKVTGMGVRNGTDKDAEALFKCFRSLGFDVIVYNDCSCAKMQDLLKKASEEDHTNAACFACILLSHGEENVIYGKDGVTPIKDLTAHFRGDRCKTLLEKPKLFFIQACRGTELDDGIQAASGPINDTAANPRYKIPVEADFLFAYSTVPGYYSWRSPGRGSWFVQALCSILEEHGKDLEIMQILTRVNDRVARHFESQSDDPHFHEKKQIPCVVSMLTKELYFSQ
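Assay system: Uncleavable procaspase-7 mutant enzyme | Input: 2 µM procaspase-7 mutant as dispensed | Timing: 1 h compound preincubation, 2 h substrate cleavage, 25 °C | Repeats: One well per compound | Control set: DMSO wells as 0%, DMSO with 5 µM added PC-7 as 100% | Technique: Epi-absorbance of released pNA at 405 nm, two timepoints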
procasp3 activ = procaspase-3 (human) activation; P42574; recombinant procaspase-3 D3A, Ac-DEVD-pNA absorbance 405 nm; activation, % at 8.5 µM; 330,000 tested, 0.11% active;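 active means activation above the mean of all tested compounds plus 3 SD, cut at about 21% in these data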;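 further: 0% = DMSO alone and 100% = DMSO wells spiked with extra 5 µM PC-3 D3A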
Target sequence (P42574 whole entry D9A/D28A/D175A): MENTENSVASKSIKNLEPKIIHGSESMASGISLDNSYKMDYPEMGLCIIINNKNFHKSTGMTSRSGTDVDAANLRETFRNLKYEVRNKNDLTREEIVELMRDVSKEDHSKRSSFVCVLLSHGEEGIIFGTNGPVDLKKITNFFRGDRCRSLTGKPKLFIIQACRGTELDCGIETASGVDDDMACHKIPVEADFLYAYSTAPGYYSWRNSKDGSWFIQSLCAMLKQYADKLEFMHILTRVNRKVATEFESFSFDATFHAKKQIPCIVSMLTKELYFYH
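assay system = Procaspase-3 D3A mutant | signal = absorbance at 405 nm, 0 and 120 min | times = 1 h preincubation plus 2 h reaction at 25 °C | repeats = single replicate | read-out = % activation between DMSO and enzyme-spiked controls | medium = Zinc-free HEPES saline buffer with Triton X-100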
PP5 primary = inhibitors of human protein phosphatase 5 (PP5); 320,000 tested, 0.18% active; inhibition, % at 6.7 µM; purified PP5c, OMFP substrate fluorescence; AID 1987;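 active means inhibition above the campaign's mean inhibition across all tested compounds plus 3 SD, cut at about 9.5% in these data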;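 further: 0% = DMSO only and 100% = 100 µM cantharidin control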
* hit, by the source's call; x = not tested or not shown. Compounds were not picked by outcome. Share with any hit: about 5.6%.

SMILES | PP1 counter | TPT1 inh | Fh CTSL1 inh | PAFAH2 FP inh | core dimer inh | AHR act | procasp7 counter | procasp3 activ | PP5 primary
CCOc1cccc(N2C(=O)CC(N3CCN(c4nc5ccccc5s4)CC3)C2=O)c1 (stereo not given) | -5 | -4 | 0 | -3 | 8 | 2 | -7 | 5 | 3.6
CN(C)S(=O)(=O)c1ccc(NC=O)cc1 | -1 | 0 | -2 | 3 | -1 | -3 | 7 | -1 | 0.4
Nc1c(C(=O)Nc2nc3ccccc3s2)sc2nc(-c3cccs3)ccc12 | 31* | 30* | 7 | 18 | 27 | 47 | -13 | -11 | 1.1
O=C(CSc1nc(-c2ccccc2)cc(C(F)(F)F)n1)N1CCOCC1 | 7 | 0 | 1 | 3 | -3 | 0 | 3 | -7 | 2.6
Cn1c(=O)c2sccc2n(CC(=O)NCCC2=CCCCC2)c1=O | -1 | -3 | 0 | 5 | -1 | 0 | 0 | 0 | -0.6
Cc1cc(C)cc(C(=O)N(Cc2ccco2)c2c(N)n(Cc3ccccc3)c(=O)[nH]c2=O)c1 | -5 | x | x | 3 | x | 1 | 7 | -2 | -0.9
CC(OC(=O)CCCN1C(=O)c2ccccc2C1=O)C(=O)Nc1ncc(Cl)cc1Cl (stereo not given) | 0 | -2 | -41 | 0 | -2 | 1 | 4 | 7 | -0.8
CCOc1ccc(NC(=O)CN(C)c2nnnn2-c2ccccc2)cc1OCC | -1 | -2 | 2 | -5 | -12 | 4 | 17 | 0 | 1.8
Cc1ccc(C)c(NC(=O)c2ccc3c(=O)n4c(nc3c2)CCC4)c1 | -3 | x | x | 6 | x | 1 | -6 | -1 | -1.4
COc1cccc(CNC(=O)C(C(=O)NCc2cccc(OC)c2)c2ncc(C(F)(F)F)cc2Cl)c1 | 2 | -3 | 2 | 0 | -2 | 0 | 12 | -1 | -1.1
Cc1ccc(CCNC(=O)C2CCN(S(=O)(=O)c3ccc4nc5c(c(C(=O)O)c4c3)CCCC5)CC2)cc1 | 4 | 1 | 3 | 6 | 19 | 2 | -1 | -7 | 2.8
COC(=O)C1CSC(C(=O)OC)N1C(=O)Nc1ccc(Cl)c(Cl)c1 (stereo not given) | -4 | 0 | 3 | 3 | 2 | 0 | 4 | -5 | -2.4
N/C(CN1CCCC1=O)=N\OC(=O)c1ccc(Cl)c(Cl)c1 | 1 | 0 | -2 | 2 | -3 | -3 | 1 | -1 | -1.5
Cc1cccc(NC(=O)NCCc2c[nH]c3ccccc23)c1 | 2 | -2 | 0 | 9 | -11 | -4 | 4 | 6 | 2.6
O=C(NCc1cccnc1)c1cccc(S(=O)(=O)NCc2ccccc2)c1 | -3 | -1 | -5 | 2 | 0 | 1 | 4 | -5 | -0.2
O=C(O)C1CC(O)CN1C(=S)Nc1ccccc1 (stereo not given) | -3 | -3 | -4 | -1 | -2 | -2 | -11 | -5 | 0.8
CCN(c1ccc(OC)cc1)S(=O)(=O)c1nnc(NC(=O)COc2ccccc2)s1 | 2 | -4 | -3 | 11 | 15 | 9 | -2 | 10 | 0.6
c1ccc(CN2CCN(c3ncnc4c3[nH]c3ccccc34)CC2)cc1 | 3 | -1 | 5 | -1 | 0 | 38 | -2 | -4 | 5.7
O=C(O)c1cc(-c2ccc(-c3c(-c4ccc5c(c4)OCO5)noc3-c3ccsc3)cc2)nc2ccccc12 | 1 | -4 | 0 | 3 | 32 | 8 | -7 | 12 | -1.6
CC(C)(C)C(=O)NC(=S)Nc1ccccc1N1CCCC1 | 0 | 1 | 1 | 5 | -3 | 8 | -5 | 5 | 4.4
Cc1c(N(C)S(=O)(=O)c2cc(C(=O)Nc3ccccn3)ccc2Cl)c(=O)n(-c2ccccc2)n1C | -2 | -2 | -2 | 2 | 2 | 1 | 8 | 5 | 2.0
CCN1C(=O)C(CC(=O)NC2CCCCC2)N(CC)C1=O (stereo not given) | -1 | -1 | 0 | -2 | -4 | 2 | -5 | 9 | 0.5
COc1ccc(-c2cn[nH]c2-c2ccc(OC)cc2)cc1 | 2 | 0 | 4 | 0 | 5 | 3 | -7 | -2 | 3.4
Cc1ccccc1NC(=O)C(C)N1C(=O)c2ccccc2C1=O (stereo not given) | -2 | -3 | -1 | -5 | -7 | 1 | -7 | 6 | 0.8
O=C(CSc1nc2ccccc2s1)Nc1ccc(Cl)c(S(=O)(=O)N2CCOCC2)c1 | 3 | 0 | -6 | -15 | 6 | 18 | -2 | -2 | 4.1
CCCCn1nnc(NC(=O)COc2cc(C)ccc2C(C)C)n1 | 1 | 2 | -21 | 6 | 4 | 0 | 13 | 6 | 1.7
Cc1c(S(=O)(=O)N2CCN(c3cccc(Cl)c3)CC2)c(=O)n(C)c(=O)n1C | -3 | 3 | 2 | 1 | -209 | -4 | -3 | -9 | -1.0
O=S(=O)(Nc1ccc(N2CCCCC2)cc1)c1ccc(F)cc1F | -4 | 0 | -1 | x | 0 | -1 | -2 | 0 | 0.9
COc1ccc(-c2nnc(-c3ccc(N(C)C)cc3)o2)cc1 | -2 | 1 | 0 | -4 | 0 | 8 | -11 | -4 | 3.3
Cn1ncc(Cl)c1C(=O)N1CCCc2ccccc21 | -5 | 2 | 0 | -13 | 0 | 7 | 5 | 0 | 1.9

Some of these compounds in order of molar mass, smallest number first.
SMILES | PP1 counter | TPT1 inh | Fh CTSL1 inh | PAFAH2 FP inh | core dimer inh | AHR act | procasp7 counter | procasp3 activ | PP5 primary
COc1ccc(-c2nnc(-c3ccc(N(C)C)cc3)o2)cc1 | -2 | 1 | 0 | -4 | 0 | 8 | -11 | -4 | 3.3
O=S(=O)(Nc1ccc(N2CCCCC2)cc1)c1ccc(F)cc1F | -4 | 0 | -1 | x | 0 | -1 | -2 | 0 | 0.9
CCN(c1ccc(OC)cc1)S(=O)(=O)c1nnc(NC(=O)COc2ccccc2)s1 | 2 | -4 | -3 | 11 | 15 | 9 | -2 | 10 | 0.6

(continued)
SMILES | PP1 counter | TPT1 inh | Fh CTSL1 inh | PAFAH2 FP inh | core dimer inh | AHR act | procasp7 counter | procasp3 activ | PP5 primary
Cc1cc(C)cc(N(CC(=O)NC2CCCC2)C(=O)c2csnn2)c1 | -8 | 6 | -3 | 7 | -6 | 0 | 8 | 0 | -1.1
CCOC(=O)c1ccc(N=Cc2nc(-c3ccccc3)oc2OC(C)=O)cc1 | 0 | 0 | 31* | 1 | 0 | 5 | 3 | 2 | 1.6
O=C(CCc1c[nH]c2ccccc12)NCc1ccncc1 | 0 | 1 | -2 | -10 | -6 | 4 | -7 | -6 | -0.8
CC(C)C1NC2(C(=O)c3ccccc3C2=O)C2C(=O)N(c3ccc(F)cc3)C(=O)C12 (stereo not given) | -1 | -15 | -2 | -5 | 3 | 1 | -2 | -15 | -0.2
Cc1cc(C)cc(C(=O)N[C@@H](C)C(=O)N2CCC3(CC2)NCCc2[nH]cnc23)c1 | 2 | 0 | -4 | 7 | -2 | 0 | 1 | 2 | 3.1
COc1ccc(NC(=O)N2CCCC2C(=O)NC2CCCC2)cc1 (stereo not given) | -1 | 3 | -2 | -1 | -15 | -1 | 0 | 6 | -0.6
Cn1c(=O)oc2cc(S(=O)(=O)NCCC(=O)N3CC=C(c4ccccc4)CC3)ccc21 | -5 | 1 | 2 | 0 | 10 | -1 | 1 | 1 | -1.4
COC(=O)c1ccccc1NC(=O)c1cnn2c(C(F)F)cc(C3CC3)nc12 | 0 | -3 | 3 | -9 | 9 | 21 | 1 | 0 | 3.4
CCN(Cc1ccccc1)S(=O)(=O)c1ccc(C(=O)N(CCCN(C)C)c2nc3cc(OC)ccc3s2)cc1 | 9 | -2 | 0 | -4 | -8 | -4 | 3 | 14 | 1.5
Cc1ccc(C(=O)NCC(=O)OCC(=O)NC2CCCCCCC2)cc1 | 1 | 0 | -10 | -7 | -3 | 1 | 7 | 7 | -0.2
CS(=O)(=O)N1CCN(C/C=C/c2ccccc2)CC1 | 4 | -8 | 1 | -8 | 1 | -8 | 3 | 9 | -1.6
O=C(CSc1nc2ccsc2c(=O)n1Cc1ccccc1)NCC1CCCO1 (stereo not given) | -4 | -3 | 4 | -4 | 3 | 3 | 7 | 9 | -0.2
COCCN1C(=O)N[C@@H](CCc2ccccc2)[C@H](C(C)=O)[C@H]1C | -3 | 0 | -1 | 1 | -1 | 5 | -7 | 5 | -0.1
Cc1cc(C)cc(NC(=S)N(Cc2cccc(Br)c2)CC2CCC(C(=O)O)CC2)c1 (stereo not given) | 1 | -4 | -2 | -1 | 9 | 0 | -1 | 4 | 0.6
CC(C)C(NC(=O)OCc1ccccc1)C(=O)OCC(=O)NCc1ccco1 (stereo not given) | -5 | 3 | -17 | 1 | 75* | 2 | 0 | 0 | -0.2
COc1ccc(N2C(=O)Cc3ccccc3C2=O)cc1 | -2 | -1 | 0 | 4 | -7 | -1 | -4 | 5 | 0.2
COc1ccc(Cn2nnnc2C(c2ccc(N(C)C)cc2)N2CCC(C(N)=O)CC2)cc1 (stereo not given) | -1 | 0 | 3 | 1 | -4 | 0 | -10 | -10 | -0.1
Cc1ccc(S(=O)(=O)N/N=C/c2ccc(OS(=O)(=O)c3ccc(C)c([N+](=O)[O-])c3)cc2)cc1 | 4 | -5 | 0 | 11 | 39 | 1 | -4 | 3 | 5.6
CC(C)C(NC(=O)COc1ccccc1)C(=O)O (stereo not given) | -1 | -6 | 3 | -7 | -2 | 0 | -2 | 5 | -1.3
O=C(Nc1ccc2c(c1)N(Cc1ccccc1)C(=O)c1ccccc1S2)NC1CC1 | -2 | -1 | 3 | -5 | 8 | 6 | -2 | 3 | 6.0
COc1ccc(/C=N/n2c(-c3n[nH]c4c3CCC4)n[nH]c2=S)cc1OC | -1 | 2 | -3 | 5 | -4 | 6 | 5 | -3 | -0.8
COc1ccc2cc(CN(Cc3cccnc3)S(=O)(=O)c3ccccc3)c(=O)[nH]c2c1 | -5 | 3 | 1 | 1 | -3 | 5 | 4 | 1 | 5.6
CC(=O)c1ccc(NC(=O)CSc2nc(=O)cc(N)n2-c2ccccc2)cc1 | -3 | 3 | 2 | 4 | 3 | 2 | 4 | 0 | 0.2
CCN(CC)S(=O)(=O)c1ccc(N2CCCCC2)c(NC(=O)/C=C/c2cc(OC)c(OC)c(OC)c2)c1 | 5 | -5 | 0 | -6 | 21 | 10 | 3 | 10 | 1.3
COc1ccc(-c2cc(C(=O)N3CCCCCC3)c3ccccc3n2)c(OC)c1 | 2 | -2 | 2 | -1 | 29 | 4 | -4 | -2 | 4.0
Cc1nc(N2CCCCC2)c2c(C)c(C(=O)Nc3cccc(C(F)(F)F)c3)sc2n1 | 4 | 1 | 2 | -31 | 10 | -4 | 1 | 1 | 5.8
COc1ccc(C(=O)N2CCCC(CNC(=O)c3ccc(F)cc3)C2)cc1OC (stereo not given) | -1 | 2 | -1 | 1 | -15 | 1 | -9 | -3 | 1.7
O=C(COc1ccc(Br)cc1F)N1CCN(c2ncccn2)CC1 | -2 | -1 | -1 | -3 | 7 | 4 | -8 | 4 | -2.1
